Bioassay records from PubChem.
HGIII-sPLA2 inh: Inhibits HGIII-sPLA2 liposome hydrolysis, primary screen | Q9NZ20 | QFRET BODIPY PC-A2 liposome hydrolysis, fluorescence | inhibition, % at 12.2 µM | actives 0.56% (n = 370,000) | AID 743126;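 active = inhibition above mean plus 3 SD of compounds lying within the high and low control bounds, cut at about 19% in these data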;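 note: 0% = median of test compound wells and 100% = no enzyme DMSO wells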
Target sequence (Q9NZ20 whole entry, looked up): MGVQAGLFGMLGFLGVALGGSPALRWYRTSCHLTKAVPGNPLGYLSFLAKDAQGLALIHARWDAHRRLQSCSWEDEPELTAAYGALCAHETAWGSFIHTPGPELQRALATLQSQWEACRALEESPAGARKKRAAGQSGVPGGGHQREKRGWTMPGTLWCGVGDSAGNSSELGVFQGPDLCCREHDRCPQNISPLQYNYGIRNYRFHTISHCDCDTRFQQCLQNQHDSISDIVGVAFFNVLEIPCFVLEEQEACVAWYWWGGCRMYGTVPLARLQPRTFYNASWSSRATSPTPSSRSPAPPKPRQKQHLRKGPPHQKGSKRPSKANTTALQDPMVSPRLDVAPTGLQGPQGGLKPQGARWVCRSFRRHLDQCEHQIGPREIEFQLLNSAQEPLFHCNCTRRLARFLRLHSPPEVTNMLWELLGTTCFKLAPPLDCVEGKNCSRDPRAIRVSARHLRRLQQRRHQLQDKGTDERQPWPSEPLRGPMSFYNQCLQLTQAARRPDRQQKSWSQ
KLK7 zymogen act: activators of human kallikrein-7 zymogen; P49862; purified proKLK7, EDANS-DABCYL substrate fluorescence; 100% is mature enzyme control, 0% vehicle; activation, % at 7 µM; actives 0.9% (n = 370,000); AID 652039;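 active = activation above the mean of all tested compounds plus 3 SD, computed per campaign excluding outliers beyond control limits, cut at about 13% in these data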
Target sequence (P49862 whole entry, looked up): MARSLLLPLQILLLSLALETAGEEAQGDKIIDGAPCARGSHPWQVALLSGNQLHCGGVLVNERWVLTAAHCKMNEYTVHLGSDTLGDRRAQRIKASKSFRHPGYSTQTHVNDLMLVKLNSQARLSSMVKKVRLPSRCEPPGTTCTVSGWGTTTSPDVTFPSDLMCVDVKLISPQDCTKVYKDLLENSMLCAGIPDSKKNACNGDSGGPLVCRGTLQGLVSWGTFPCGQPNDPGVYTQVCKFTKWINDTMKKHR
ssDAF-12 act: activates DAF-12 receptor from parasite S. stercoralis. actives 1% (n = 370,000). HEK293 ssDAF-12/GRIP1 lit1-tk-luc reporter, luminescence; % of 3 µM dafachronic acid response. activation, % at 6.8 µM. AID 652126;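 active = activation above the mean over all tested compounds plus 3 SD, cut at about 0.9% in these data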;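 note: 0% = DMSO-only wells and 100% = 3 µM delta7-dafachronic acid wells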
FXN GAA850 act: activators of GAA850 frataxin (FXN) promoter | HEK293 lucGAA850 FXN promoter luciferase reporter, 24 h; percent of 10 µM SAHA response | activation, % at 6 µM | actives 0.56% (n = 360,000);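 active = activation above the average of all compounds screened plus 3 SD, cutoff fixed separately per campaign, cut at about 7.5% in these data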;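 note: 0% = DMSO wells and 100% = 10 µM SAHA wells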
SMARCA2 activ: SMARCA2 function activation, primary screen; actives 1% (n = 370,000); activation, % at 9.1 µM; MG213 cells, MMTV-luciferase reporter, dexamethasone, overnight; in the data active = activation above about 7.8%;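 note: 0% = vehicle wells and 100% = reference activator wells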
DAX1 inh-1: DAX1 (NR0B1) inhibition, primary screen; actives 1.1% (n = 370,000); AID 652010; HEK293T StAR-luciferase reporter, SF-1/DAX-1 repression relief; inhibition, % at 6.8 µM;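 active = inhibition above the mean over all tested compounds plus 3 SD, cut at about 3.6% in these data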;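 note: 0% = DAX-1 cells with DMSO and 100% = cells lacking DAX-1 with DMSO; higher inhibition means more luminescence from relief of DAX-1 repression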
NPR1 activator: GC-A (human) enzyme activation; HEK293 GC-A cells, cGMP TR-FRET, EC30 ANP; 0% at EC30 ANP, 100% saturating ANP; activation, % at 10 µM; actives 0.14% (n = 370,000); in the data active = activation above about 40%
hgDAF12 agonist: hgDAF-12 agonism, primary luciferase screen; activation, % at 6.8 µM; HEK293 GAL4-hgDAF12 UAS-luciferase reporter, agonist luminescence; normalized to butyrate control; actives 1.8% (n = 370,000); AID 687014;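 active = activation above a cutoff set at the mean of all screened compounds plus 3 SD, cut at about 10% in these data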;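 note: 0% = DMSO wells and 100% = sodium butyrate wells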
GC-B act: GC-B (human) receptor activation. P20594. HEK293-GC-B cells, CNP EC30, cGMP TR-FRET; 0% at EC30 CNP, 100% saturating CNP. activation, % at 10 µM. actives 0.11% (n = 370,000). AID 1920062;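 active = activation at 10 µM reaching about 35% in either raw or pattern-adjusted values, limit read from the data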
hcDAF-12 act: H. contortus DAF-12 activation, primary screen. HEK293 hcDAF-12 lit1-tk-luc reporter, luminescence; 0% DMSO, 100% Δ7-dafachronic acid. activation, % at 6.8 µM. actives 1.4% (n = 370,000). AID 652067;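 active = activation above the mean of all tested compounds plus 3 SD, cut at about 5.5% in these data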;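 note: 100% = response to 3 µM Δ7-dafachronic acid high control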
DAX1 inh-2: inhibitors of human orphan nuclear receptor DAX1 (NR0B1); HEK293 Gal4-DAX1 luciferase reporter, luminescence; AID 504766; actives 0.99% (n = 340,000); inhibition, % at 6.75 µM;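 active = inhibition above the mean over all tested compounds plus 3 SD, cut at about 4.2% in these data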;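 note: 0% = DAX1-transfected cells with DMSO and 100% = empty-vector control cells with DMSO; inhibition shows as a rise in luminescence from relieved DAX1 repression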
Target sequence (P51843 207-470 limits assumed): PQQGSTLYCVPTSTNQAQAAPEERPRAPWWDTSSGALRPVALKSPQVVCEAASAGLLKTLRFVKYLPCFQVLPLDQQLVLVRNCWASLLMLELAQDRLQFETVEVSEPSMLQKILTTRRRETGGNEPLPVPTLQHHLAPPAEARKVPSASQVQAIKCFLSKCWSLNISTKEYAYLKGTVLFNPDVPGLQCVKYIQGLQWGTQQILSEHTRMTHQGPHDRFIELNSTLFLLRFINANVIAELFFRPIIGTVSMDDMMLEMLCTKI
* hit, by the source's call; x = not tested or not shown.

1) Cn1nnc2cc(C(=O)N3CCC(c4ccccc4)C3)ccc21 (stereo not given)
2) COc1ccc(OCC(=O)NC(=S)Nc2ccccc2F)cc1
3) Nc1nnnn1/N=C/c1ccccn1
4) CCC1(C)SC(N)=NN1C(C)=O (stereo not given)
5) COc1ccc(NC(=O)c2ccc(-c3nn(C)c(=O)c4ccccc34)cc2)cc1C(N)=O
6) CCN1CCN(C(=S)Nc2ccc([N+](=O)[O-])cc2)CC1
7) CC1CSc2nc3sc4c(c3c(=O)n21)CCCC4 (stereo not given)
8) Cc1ccnn1-c1ccc(C(=O)NCC(c2ccco2)N2CCCC2)cc1 (stereo not given)
Compound	1	2	3	4	5	6	7	8
HGIII-sPLA2 inh	0	9	0	1	12	2	-1	-1
KLK7 zymogen act	0.2	-0.2	0.5	0.1	0.5	0.0	0.1	-0.3
ssDAF-12 act	-0.7	-1.0	-1.2	-1.6	-2.2	-1.4	-1.5	-0.8
FXN GAA850 act	-0.6	x	-1.1	1.9	-1.5	1.4	2.3	2.5
SMARCA2 activ	-3	9.8*	-1	6	-3	0	3	-1
DAX1 inh-1	0.7	0.3	0.3	0.3	-0.8	-0.1	0.0	-1.7
NPR1 activator	0	9	-1	3	-14	-1	0	1
hgDAF12 agonist	-1.6	5.2	-2.4	0.8	-0.1	0.8	2.7	0.4
GC-B act	0	-8	-2	1	-9	2	1	7
hcDAF-12 act	-2.0	0.9	-0.5	0.6	-0.3	-0.1	-0.5	0.3
DAX1 inh-2	-0.1	1.3	0.8	4.2	2.9	-0.9	-0.4	-0.9

3 entries drawn at random from those above, as already listed:
2) COc1ccc(OCC(=O)NC(=S)Nc2ccccc2F)cc1
6) CCN1CCN(C(=S)Nc2ccc([N+](=O)[O-])cc2)CC1
8) Cc1ccnn1-c1ccc(C(=O)NCC(c2ccco2)N2CCCC2)cc1 (stereo not given)
Compound	2	6	8
HGIII-sPLA2 inh	9	2	-1
KLK7 zymogen act	-0.2	0.0	-0.3
ssDAF-12 act	-1.0	-1.4	-0.8
FXN GAA850 act	x	1.4	2.5
SMARCA2 activ	9.8*	0	-1
DAX1 inh-1	0.3	-0.1	-1.7
NPR1 activator	9	-1	1
hgDAF12 agonist	5.2	0.8	0.4
GC-B act	-8	2	7
hcDAF-12 act	0.9	-0.1	0.3
DAX1 inh-2	1.3	-0.9	-0.9

Next results follow:
9) CCCCN(C)CCNS(=O)(=O)c1ccc2c(c1)n(C)c(=O)c(=O)n2C
10) Cc1ccc(C)c(NC(=O)c2ccc(OCc3c(C)noc3C)cc2)c1
11) O=C(COC(=O)c1ccc(NS(=O)(=O)c2ccc3c(c2)OCCO3)cc1)NC1CCS(=O)(=O)C1 (stereo not given)
12) Cc1ccc(Oc2ccccc2NC(=O)CN2C(=O)NC3(CCCC3)C2=O)cc1
13) CC(C)c1ccc(NC(=O)CCc2ccccc2)cc1
14) CC(C)C(=O)c1cc2c(cc1NC(=O)c1cccs1)OCCO2
15) O=C(NCC1CCCO1)c1ccc2c(c1)N(Cc1ccccc1)C(=O)CS2=O (stereo not given)
16) Cc1ccc(-c2cc3nc(NCCOc4ccccc4Cl)n(C)c(=O)c3s2)cc1
Compound	9	10	11	12	13	14	15	16
HGIII-sPLA2 inh	-2	7	-2	1	-2	0	-11	-9
KLK7 zymogen act	1.3	-0.7	0.1	-0.5	0.0	0.3	-0.2	0.1
ssDAF-12 act	-1.3	-1.5	-1.0	-1.1	-0.7	-1.3	-0.9	-0.7
FXN GAA850 act	-0.1	-0.2	-1.1	2.2	-1.8	-1.4	-0.6	1.2
SMARCA2 activ	4	0	0	-2	2	-2	-2	1
DAX1 inh-1	1.6	-1.8	-0.7	-1.6	-0.9	-1.5	0.9	0.8
NPR1 activator	3	-2	2	7	2	7	1	3
hgDAF12 agonist	-0.1	-2.9	-1.3	0.8	8.5	2.1	-1.2	1.0
GC-B act	1	2	0	2	0	-3	4	-1
hcDAF-12 act	-1.6	-1.3	-0.5	-1.2	4.1	-1.2	-1.1	1.9
DAX1 inh-2	0.4	-0.3	-0.6	-1.2	-2.4	0.2	0.8	x

Structural class: those above containing two or more sulfur atoms.
7) CC1CSc2nc3sc4c(c3c(=O)n21)CCCC4 (stereo not given)
11) O=C(COC(=O)c1ccc(NS(=O)(=O)c2ccc3c(c2)OCCO3)cc1)NC1CCS(=O)(=O)C1 (stereo not given)
Compound	7	11
HGIII-sPLA2 inh	-1	-2
KLK7 zymogen act	0.1	0.1
ssDAF-12 act	-1.5	-1.0
FXN GAA850 act	2.3	-1.1
SMARCA2 activ	3	0
DAX1 inh-1	0.0	-0.7
NPR1 activator	0	2
hgDAF12 agonist	2.7	-1.3
GC-B act	1	0
hcDAF-12 act	-0.5	-0.5
DAX1 inh-2	-0.4	-0.6

New compounds follow:
17) Cc1cc(C)n(-c2ccc(C(=O)C(C#N)c3nc4ccccc4n3C)cc2)n1 (stereo not given)
18) CCOc1ccc(NC(=S)NCCCc2ccccc2)cc1
19) O=CNC1c2ccccc2CCc2ccccc21
20) COc1ccc(S(=O)(=O)N2CCCC2)c(C)c1C
21) COc1nc(NCC(C)C)nc(Oc2ccc(OCc3ccccc3)nn2)n1
22) Cc1cc(C)cc(Cn2c3ccc(NC(=O)NCc4ccc(F)cc4)cc3c(=O)n2C)c1
23) COc1ccc(/C=C/C(=O)N2CCCc3ccccc32)c(OC)c1
24) Cc1ccc(N2C(=O)N(CC(=O)Nc3cccc(Cl)c3)C(=O)C2C)cc1 (stereo not given)
Compound	17	18	19	20	21	22	23	24
HGIII-sPLA2 inh	-6	9	10	-3	-4	-4	-8	-11
KLK7 zymogen act	-0.2	0.4	0.4	0.2	1.5	-8.9	0.3	-0.4
ssDAF-12 act	-1.8	-1.4	-1.3	-1.7	-1.5	-1.2	-1.6	-0.1
FXN GAA850 act	-0.3	1.3	-0.7	4.7	-2.6	-1.1	3.4	0.7
SMARCA2 activ	0	-1	-3	-1	3	3	-1	-1
DAX1 inh-1	0.2	-0.4	-0.1	-0.5	0.2	-0.9	-0.3	0.7
NPR1 activator	5	3	-2	-3	-1	1	2	5
hgDAF12 agonist	-2.0	1.7	-1.7	-2.4	-3.6	0.8	-1.4	1.4
GC-B act	-1	-1	0	-3	3	2	4	0
hcDAF-12 act	-2.1	0.3	-1.2	1.7	-1.5	-2.0	-2.1	-0.6
DAX1 inh-2	0.9	0.2	-0.5	-0.6	-1.0	x	-0.5	3.4

25) CCn1c(SCC(=O)N2CCCC2=O)nc2ccccc21
26) COc1ccc(/C(O)=C/c2nc3ccccc3n(-c3ccccc3)c2=O)cc1
27) CCN(c1cccc(C)c1)S(=O)(=O)c1ccc(-n2cccn2)cc1
28) COc1ccc(C)cc1NC(=O)n1ncc2cc(Cl)ccc21
29) O=C(O)CCc1ccc(-c2ccc(Cl)cc2)n1CC(=O)O
30) CSc1nc2ccsc2c(=O)n1-c1ccccn1
31) COc1cc(C(=O)Nc2ccc3c(c2)OCCO3)ccc1OC(F)F
32) CCn1c(SCC(=O)Nc2nccs2)nnc1-c1cc2cccc(OC)c2o1
Compound	25	26	27	28	29	30	31	32
HGIII-sPLA2 inh	-1	5	-9	-2	-15	4	3	1
KLK7 zymogen act	-0.2	-0.7	-0.7	0.9	-1.7	-0.4	0.0	-0.2
ssDAF-12 act	-0.5	-1.2	-1.3	0.8	0.2	-1.4	-0.7	-1.5
FXN GAA850 act	0.4	0.4	2.1	-0.6	1.5	1.4	6.4	-0.7
SMARCA2 activ	-2	0	-1	0	-2	1	6	1
DAX1 inh-1	1.1	-0.1	-0.8	0.0	0.5	-0.5	1.0	0.0
NPR1 activator	1	-2	-1	-10	-1	0	1	10
hgDAF12 agonist	0.8	-2.3	-0.5	4.0	1.0	-2.4	8.7	4.0
GC-B act	-4	-11	-4	-7	10	-2	1	-3
hcDAF-12 act	0.5	-3.4	-2.7	7.4*	2.7	-0.5	1.1	-1.9
DAX1 inh-2	1.3	0.2	1.4	-0.3	-0.8	-0.3	-0.2	0.1

33) Cn1cc(C(=O)N2CCN(c3ccccn3)CC2)c(=O)c2cc(S(=O)(=O)N3CCOCC3)ccc21
34) Cc1ccc(C(=O)NCN2CCN(c3ccccc3)CC2)cc1
35) COCCCNC(=O)c1cc2cc(Br)ccc2oc1=O
36) O=C(NC1CCCCC1)C(c1ccco1)N(C(=O)c1csnn1)c1ccccc1 (stereo not given)
37) CN(C)c1ccc(/C=C2\NC(=S)N(Cc3ccccc3)C2=O)cc1
38) CC1=CC(C)(C)N(C(=O)c2ccc(F)cc2)c2cc3c(cc21)OCO3
39) O=C(Nc1nnc(COc2ccc(F)cc2)s1)Nc1ccccc1F
40) O=S1(=O)c2cccc3cccc(c23)N1CCBr
Compound	33	34	35	36	37	38	39	40
HGIII-sPLA2 inh	2	6	-1	-3	-12	4	-1	-2
KLK7 zymogen act	0.5	0.4	0.0	-0.5	0.0	0.1	-0.1	9.9
ssDAF-12 act	-0.5	-1.0	-1.1	-1.1	-1.6	-1.5	-1.1	-1.1
FXN GAA850 act	-2.2	-0.5	-0.5	-1.0	-0.9	-1.0	0.6	3.6
SMARCA2 activ	-6	-1	1	-2	0	0	0	-2
DAX1 inh-1	-0.5	1.8	0.5	0.4	-0.7	-0.3	-0.2	-0.4
NPR1 activator	-1	0	4	2	-2	-11	0	-1
hgDAF12 agonist	0.3	1.5	0.3	-0.1	2.7	1.7	-0.3	-0.8
GC-B act	2	-3	-4	-6	-6	-7	-4	1
hcDAF-12 act	0.5	-0.7	-0.6	-1.1	-2.3	-1.5	1.6	-0.6
DAX1 inh-2	1.3	0.0	0.6	1.8	-0.1	-0.4	x	2.1

41) C=CCn1c(N)c(C(=O)NCCC2=CCCCC2)sc1=S
42) CC(C)CN1C(=O)c2ccc(NC(=O)c3cccs3)cc2C1=O
43) COCCNC(=O)c1cc(-c2cccc(OC)c2)on1
44) CN(C(=O)c1cc2n(n1)C(C(F)(F)F)CC(c1ccco1)N2)c1ccccc1 (stereo not given)
45) CC1(C)CC(=O)C=C(Nc2ccc(F)cc2F)C1
46) COc1ccc(NS(=O)(=O)c2ccc(C(=O)N(C)Cc3ccc(C)o3)cc2)cc1
47) CC1CCN(C(=S)NC(=O)c2cccs2)CC1
48) O=C(COc1ccc(Br)cc1)Nc1nnc(C2CC2)s1
Compound	41	42	43	44	45	46	47	48
HGIII-sPLA2 inh	8	-7	3	-13	6	-13	16	7
KLK7 zymogen act	0.0	13*	0.4	-0.2	-2.9	0.9	0.2	-0.2
ssDAF-12 act	-0.9	-1.4	-0.5	-1.5	-1.0	-1.9	-1.3	-1.2
FXN GAA850 act	7.6*	3.7	6.5	0.9	-0.5	-0.5	0.4	0.7
SMARCA2 activ	0	-1	3	0	-2	-3	-5	-5
DAX1 inh-1	1.1	-0.8	1.8	-0.3	1.0	-2.3	0.7	-0.6
NPR1 activator	31	10	2	3	-1	-8	-2	4
hgDAF12 agonist	4.5	8.0	11*	0.2	-0.5	-3.7	0.8	1.4
GC-B act	38*	18	-2	-8	1	0	-3	0
hcDAF-12 act	3.2	0.6	1.0	-0.6	-0.7	-1.1	-0.4	-0.7
DAX1 inh-2	1.4	-1.1	1.0	0.0	0.0	-1.0	0.4	-0.1
